# High-throughput results as filed in PubChem.
# RGS4 inh: inhibitors of human regulator of G protein signaling 4; P49798; actives 0.039% (n = 390,000); Potency, µM (series often up to 114 µM), for the others: at the highest dose activity change, negative = inhibition, hits mostly inhibitors; Transcreener GDP fluorescence polarization, RGS4-accelerated GTP hydrolysis; note: potency is the fitted concentration of half-maximal effect; % is set by controls: 0 for no effect and ±100 for the full control effect; nearly all actives have a fitted effect of over 75% in size; some results filed as inactive show a strong effect at the top dose
# Target sequence (P49798 whole entry, looked up): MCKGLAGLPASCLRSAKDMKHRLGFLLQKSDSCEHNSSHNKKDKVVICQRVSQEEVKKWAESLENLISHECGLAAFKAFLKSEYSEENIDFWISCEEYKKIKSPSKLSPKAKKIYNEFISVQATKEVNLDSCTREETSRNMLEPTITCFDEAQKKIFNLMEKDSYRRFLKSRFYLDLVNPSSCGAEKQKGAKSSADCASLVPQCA
#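 MLSMR compounds (23 nl, pin-transferred) preincubated 10 min at room temperature with a 500nM (2x) first reagent, then RGS4 at 900nM (2x) plus Transcreener GDP mix added; fluorescence polarization (620/688 nm) read before and after 90 min at 30 °C.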
# Pol eta inh: DNA polymerase eta (human) inhibition. Q9Y253. recombinant Pol eta, fluorescent DNA replication assay. Potency, µM (doses to about 114 µM), for inactives: at the highest dose activity change, negative = inhibition, most hits filed as inhibitors. actives 1.2% (n = 390,000); note: potency is the fitted concentration of half-maximal effect; % is set by controls: 0 for no effect and ±100 for the full control effect
#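 Fluorescent replication assay: 50 nM final substrate added after a 15 min room-temperature compound preincubation with 10 nM enzyme. Signal taken at 0 min and again at 10 min.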
# ERG Ets-DNA blk: blocks human ERG Ets domain binding to DNA | fluorescence polarization, His-ERG Ets domain / labelled DNA | actives 0.028% (n = 370,000) | Potency, µM (top dose mostly 76.9 µM), inactives show at the top dose FP activity, negative = inhibition, actives largely listed as inhibitors | P11308 | AID 624246; active = well fitted inhibition curve with a large enough effect in the polarisation, with a control signal flat; inconclusive = small, poorly fitted or top-dose-only effect, or effect the other way, or a change in a side signal; inactive = no such curve, though single readings can be large or run the other way; the % refers to the polarisation;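 note: polarization taken with two DNA probes labelled with fluorescein and Texas red; potency is the fitted concentration of half-maximal effect; % of control where 0% means no effect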
#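 His-tagged ERG Ets domain (1 uM in the protein solution; 300mM KCl, 50mM Tris-HCl, 1mM EDTA, 1mM DTT, pH 7.5) received compound, then a probe mix of 5 nM fluorescein-DNA and 100nM Texas-615-DNA. Fluorescence polarization was read for both dyes.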
# Apoferritin bind: binds horse apoferritin like a general anesthetic; apoferritin/1-aminoanthracene competitive binding, fluorescence; Potency, µM (series often up to 77.5 µM), for the others: at the top dose activity change, negative = displacement, usual class: inhibitors; actives 0.074% (n = 350,000); note: potency is the fitted concentration of half-maximal effect; % is set by controls: 0 for no effect and ±100 for the full control effect; nearly all actives have a fitted effect of over 20% in size
# Target sequence (P02791 2-175 limits assumed): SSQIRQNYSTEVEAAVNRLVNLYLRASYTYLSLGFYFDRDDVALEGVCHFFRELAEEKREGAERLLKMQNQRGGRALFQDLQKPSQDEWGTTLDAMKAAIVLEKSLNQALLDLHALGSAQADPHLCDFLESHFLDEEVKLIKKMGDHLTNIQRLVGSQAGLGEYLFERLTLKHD
#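 Read-out: endpoint 1-AMA fluorescence, excitation 380 nm and emission 535 nm, after compounds sit 10 min at room temperature with 10 uM horse-spleen apoferritin in 50% saturated 1-AMA/PBS. Values come from four-parameter Hill fits.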
# ALOX12 inh: ALOX12 (human) lipoxygenase inhibition; purified 12hLO, xylenol orange hydroperoxide absorbance; Potency, µM (series often up to 108 µM), without a hit: at the highest dose activity change, negative = inhibition, usual class: inhibitors; actives 1.1% (n = 580,000); note: potency is the fitted concentration of half-maximal effect; % is set by controls: 0 for no effect and ±100 for the full control effect
# Target sequence (P18054 whole entry, looked up): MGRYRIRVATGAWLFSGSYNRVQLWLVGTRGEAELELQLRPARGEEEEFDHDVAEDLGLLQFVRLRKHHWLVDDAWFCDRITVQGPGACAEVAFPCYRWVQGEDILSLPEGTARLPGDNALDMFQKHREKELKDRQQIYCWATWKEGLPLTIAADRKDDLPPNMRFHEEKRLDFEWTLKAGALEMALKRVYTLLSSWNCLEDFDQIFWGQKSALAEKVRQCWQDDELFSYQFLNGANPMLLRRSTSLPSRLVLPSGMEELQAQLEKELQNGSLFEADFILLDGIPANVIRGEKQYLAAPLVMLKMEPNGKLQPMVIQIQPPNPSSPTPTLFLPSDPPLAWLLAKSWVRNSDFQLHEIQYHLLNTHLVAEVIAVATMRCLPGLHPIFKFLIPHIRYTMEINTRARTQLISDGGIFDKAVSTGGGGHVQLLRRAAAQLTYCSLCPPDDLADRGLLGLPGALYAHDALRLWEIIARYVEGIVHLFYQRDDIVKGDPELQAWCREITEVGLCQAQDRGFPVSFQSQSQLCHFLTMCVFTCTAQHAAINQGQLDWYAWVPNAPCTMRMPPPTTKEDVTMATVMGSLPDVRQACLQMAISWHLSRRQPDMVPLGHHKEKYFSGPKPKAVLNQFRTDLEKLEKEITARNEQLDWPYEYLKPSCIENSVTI
#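 Hydroperoxide product was detected by ferrous iron/xylenol orange as the 573 to 405 nm absorbance ratio. Arachidonic acid at 40 uM (final) was turned over for 30 min at room temperature by 150 nM human 12hLO, pH 7.0 Hepes buffer, after 15 min compound preincubation.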
# POLK inh: blocks human DNA polymerase kappa activity; purified Pol kappa, fluorescent DNA synthesis assay, 10 min; Potency, µM (highest dose often 107 µM), inactives show at the top dose activity, negative = inhibition, actives largely listed as inhibitors; actives 0.53% (n = 400,000); AID 588579; note: potency is the fitted concentration of half-maximal effect; % is set by controls: 0 for no effect and ±100 for the full control effect
#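 Here, compound and 10 nM enzyme are combined for 15 min at room temperature; adding 50 nM substrate (final) starts DNA synthesis, tracked by fluorescence at 0 and 10 min against buffer-only wells.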
# APEX1 inh: inhibitors of human APE1 endonuclease; P27695; recombinant APE1, TAMRA/BHQ-2 abasic DNA cleavage fluorescence; Potency, µM (doses to about 65.8 µM), inactives show at the top dose activity change, negative = inhibition, most hits filed as inhibitors; actives 0.35% (n = 350,000); AID 2517;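 note: potency is the fitted concentration of half-maximal effect; plate controls were vehicle for no effect and reference inhibitor for full effect; nearly all actives have a fitted effect of over 55% in size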
#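 Kinetic fluorescence read (525 ex/598 em nm, three reads 60 s apart) of AP-site incision; signal = third minus first read. Enzyme 0.75 nM, dual-labelled THF duplex 50 nM, compound preincubation 15 min RT.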
# POLB inh: inhibitors of human DNA polymerase beta; Potency, µM (highest dose often 114 µM), for inactives: at the top dose activity change, negative = inhibition, usual class: inhibitors; Pol beta primer extension/strand displacement, fluorescence kinetic; AID 485314; P06746; actives 1.3% (n = 340,000); note: potency is the fitted concentration of half-maximal effect; % is set by controls: 0 for no effect and ±100 for the full control effect
#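 Values derive from four-parameter Hill fits of normalized kinetic data: reads at 0 and 10 min following addition of 50 nM substrate to 10 nM Pol beta preincubated 15 min with compound.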
# LDHA inh: LDHA (human) enzyme inhibition | P00338 | purified LDHA, NADH/diaphorase-resazurin fluorescence; hits give low values | activity change, % (values are at about 110 or 230 µM) | actives 0.15% (n = 480,000); in the data active = activity change below about -30%; inconclusive = mostly about -25% to -30%;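 note: plate controls were DMSO wells for no effect and wells without enzyme for full effect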
#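 Human LDH5 at 2 nM final in Tris HCl pH 7.4 with 0.06 mM NADH and 0.2 mM pyruvate, reacted 5 minutes at room temperature. Remaining NADH coupled via diaphorase/resazurin; resorufin fluorescence read at 0 and 20 minutes, normalized to enzyme-free and DMSO wells.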
# The depositor's hits bear a star; ? = inconclusive; . = not tested or not shown; & = joins results of further samples; [ ] = dose if it differs, or a comment. Unless noted, calls come from the whole dose curve; as a rule, active = well fitted curve in the direction sought with a large enough effect; inconclusive = small, poorly fitted or top-dose-only effect, or another doubt; inactive = no such curve, though single readings can be large; an effect the other way counts as inactive or inconclusive.
Compound	RGS4 inh	Pol eta inh	ERG Ets-DNA blk	Apoferritin bind	ALOX12 inh	POLK inh	APEX1 inh	POLB inh	LDHA inh
Cc1nc(-c2ccc(F)cc2)c(CC(=O)N(C)CC(=O)Nc2ccc(Cl)c(C(F)(F)F)c2)s1	-10%	-23%	0%	.	154%[activator]	-23%	.	.	-1
COc1ccc(C2CC(c3cccs3)=NN2C(=O)CCC(=O)O)cc1 (centres undefined)	-9%	-10%	0%	-7%	-18%	9%	16%	2%	1
CCOC(=O)C1CCN(C(=O)/C=C/c2cc(OC)c(OC)c(OC)c2)CC1	-2%	-8%	-1%	-10%	10%	-5%	0%	1%	-9
O=C(OC1CCCCC1=O)c1cc(S(=O)(=O)N2CCOCC2)ccc1F (centres undefined)	-11%	-3%	19%	-10%	-1%	-6%	14%	7%	-1
CC(=O)Nc1ccc(S(=O)(=O)N2CCC(NC(=O)C(Cc3cccn3C)NC(C)=O)CC2)cc1 (centres undefined)	5%	6%	0%	-8%	60%[activator]	-13%	-1%	43%	-8
O=C(CCn1c2c(c3ccccc31)CCCC2)NNC(=O)c1ccc(Cl)c([N+](=O)[O-])c1	?	-17%	0%	-2%	19%	0%	16%	21%	-3
O=[N+]([O-])c1ccc(N2CCN(C(=S)Nc3cccc(F)c3)CC2)cc1	-4%	-23%	11%	-17%	-20%	-9%	-4%	-14%	-5
COc1cccc(CCNC(=O)CC2C(=O)NCCN2Cc2ccc(C)o2)c1 (centres undefined)	-7%	-3%	25%	0%	10%	11%	62%[activator]	30%	-1
O=C(c1cccc2ccccc12)N1CCN(CC2CC=CCC2)CC1 (centres undefined)	-5%	-8%	.	4%	?	-2%	-4%	5%	-6
COc1ccc(S(=O)(=O)Nc2cccc3c2O[C@H](CN(C)S(=O)(=O)c2ccc(Cl)cc2)[C@H](C)CN([C@H](C)CO)C3=O)cc1	-15%	-5%	-17%	.	-3%	-12%	3%	.	-3
CCN1CCCC1CNC(=O)CSc1cc(=O)n(C)c2cc(Cl)ccc12 (centres undefined)	45%	12%	-4%	-17%	-22%	-6%	-5%	0%	-6
CO/N=C/NC(=O)c1ccc([N+](=O)[O-])c(CS(=O)(=O)c2ccc(Cl)cc2)c1	-53%[11.4 µM]	-19%	3%	-7%	0%	-6%	-1%	10%	-3
C#CCOCCOCCOCCNc1nc(N2CCN(C(=O)[C@H]([C@@H](C)CC)n3cc([C@@H](N)CO)nn3)CC2)nc(N2CCN(C(=O)[C@H](CCCCN)n3cc([C@@H](N)CO)nn3)CC2)n1	-5%	-9%	-1%	.	-8%	-15%	-2%	.	4
CCOC(=O)c1c(C)[nH]c(C(=O)OCc2ccc(C)cc2)c1C	20%	-6%	-13%	.	42%[activator]	1%	.	.	-8
CC(C)c1ccc(Nc2ncccc2C#N)cc1	-18%	-9%	11%	-21%	353%[activator]	-2%	1%	?	2
CCc1cccc(NC(=O)CCC(=O)O)c1	-23%	4%	5%	-9%	-13%	2%	2%	-3%	-7
Cn1c(=O)c2c(nc(CN3CCC(C(N)=O)CC3)n2CCc2ccccc2)n(C)c1=O	-17%	-19%	2%	-5%	-28%	-13%	-1%	-23%	-3
O=C(O)CCCC(=O)Nc1cc([N+](=O)[O-])ccc1O	-4%[56.9 µM]	-6%	5%	-9%	-4%	-9%	0%	23%	-10
CCCOc1cc(C)c(S(=O)(=O)n2nnc3ccccc32)cc1C	11%	-15%	2%	-9%	18%	-13%	11%	14%	-7
CC(NC(=O)c1ccccc1)C(=O)NNC(=O)c1ccccc1Cl (centres undefined)	-8%	-17%	-4%	.	193%[activator]	-19%	18%	.	-14
Cc1ccc(C(=O)N/N=C/c2ccc3c(c2)OCO3)o1	2%	-11%	-1%	-12%	6%	5%[60.1 µM]	1%	-1%	-1
CN1CCN(c2ccccc2NC(=O)c2cc(Br)ccc2Cl)CC1	7%[11.4 µM]	-7%	-3%	4%	0%	-10%	2%	1%	-5
CCCCC(CC)C1OCC(CN2CCCC2)O1 (centres undefined)	14%	8%	2%	-9%	-17%	0%	1%	40%	-8
Cc1ccc(S(=O)(=O)N2CCOCC2)cc1NC(=O)COC(=O)C1=COCCO1	-10%	-16%	1%	.	-24%	-13%	5%	.	-8
CCOC(=O)CNC(=O)Cn1cnc2c(cnn2-c2ccc(C)cc2)c1=O	-7%	-14%	-1%	-1%	-9%	2%	33%	-13%	-6
COc1ccc(NC(=O)/C=C\C(=O)N(c2ccc(C(C)C)cc2)C(C(=O)NCc2ccco2)c2ccc(F)cc2)cc1 (centres undefined)	-7%	2%	-1%	?	-12%	-2%[60.1 µM]	.	-19%	0
CCCc1cc(=O)oc2cc(C)cc(OC(C)C(=O)NCCCn3ccnc3)c12 (centres undefined)	-8%[11.4 µM]	-5%	6%	-15%	15%&-7%	8%	20%	22%	-2&-4
Cc1nc2nc(SCC(=O)c3cccc([N+](=O)[O-])c3)[nH]c2cc1Br	-33%	-23%	-20%	0%	-22%	-16%	2%	-12%[57.1 µM]	-8
CCC1CCCCN1CCCNC(=O)COc1cc(=O)n(C)c2ccccc12 (centres undefined)	-10%	-14%	15%	-18%	1%	-3%	-2%	14%	0
NC(=O)C1Cc2ccccc2CN1S(=O)(=O)c1ccc(Cl)s1 (centres undefined)	8%	-28%	4%	-12%	-12%	0%	37%[activator]	-2%	0
COC(=O)c1ccccc1NC(=O)C1CCCCC1C(=O)O (centres undefined)	16%	6%	-4%	6%	0%	-1%	4%	-19%	-4
N#CC(C(=O)NCc1ccco1)c1nc2ccccc2nc1N1CCOCC1 (centres undefined)	-39%	?	8%	-13%	?	-24%	6%	4%	13

# Overlap with the part before: two entries; new compounds follow.
Compound	RGS4 inh	Pol eta inh	ERG Ets-DNA blk	Apoferritin bind	ALOX12 inh	POLK inh	APEX1 inh	POLB inh	LDHA inh
COC(=O)c1ccccc1NC(=O)C1CCCCC1C(=O)O (centres undefined)	16%	6%	-4%	6%	0%	-1%	4%	-19%	-4
N#CC(C(=O)NCc1ccco1)c1nc2ccccc2nc1N1CCOCC1 (centres undefined)	-39%	?	8%	-13%	?	-24%	6%	4%	13
CC1(C)SC2c3ccccc3C(=O)N2[C@@H]1C(=O)NCc1ccco1 (some centres undefined)	-31%	-10%	-1%	-16%	-3%	1%	1%	-2%	-4
CCC(=O)OCCn1c(=O)c2cc3c(=O)n(CCOC(=O)CC)c(=O)c3cc2c1=O	-12%	-9%	-11%	10%	23%	5%	-10%	-19%	4
CCCC(c1nnnn1CS(=O)(=O)c1ccc(C)cc1)N1CCN(CC)CC1 (centres undefined)	32%	-6%	?	-5%	?	1%	-2%	0%	-9
CC(C)c1ccc(NC(=O)c2ccc(F)c(S(=O)(=O)N3CCCC3)c2)cc1	16%	-10%	19%	143%[activator]	8%	-6%[60.1 µM]	.	1%	1
Cc1ccc(Oc2ccc(OCC(=O)NC3CCS(=O)(=O)C3)cc2)cc1 (centres undefined)	18%	-3%	1%	-3%	0%	-9%	-15%	40%	-14
Cc1ccc(-c2csc3ncnc(N4CCN(C(=O)c5ccco5)CC4)c23)cc1	?	-16%	17%[15.4 µM]	.	?	-8%	-4%	.	-6
COc1cccc(/C=N/NC(=O)c2ccc(=O)[nH]n2)c1O	-13%	-12%	2%	-13%	6%	-13%	-3%	-4%	8
Cc1onc(-c2ccc(Cl)cc2)c1-c1ccnn1S(=O)(=O)c1ccc(Cl)cc1	9%	-15%	0%	6%	204%[activator]	1%	-6%	-1%	-2
c1ccc(-c2onc3c2CCCC3)cc1	-2%	-5%	-7%	?	30%	-11%	3%	-19%	-4
COc1ccc(N2CCN(C(=O)COC(=O)Cc3c(F)cccc3Cl)CC2)cc1	-6%	2%	0%	.	-26%	-3%	9%	.	0
S=c1[nH]nc(-c2ccccn2)n1/N=C/c1ccco1	-39%	-5%	1%	-1%	?	?	-3%	-10%	2
N/C(=N\OC(=O)CCc1ccccc1)c1ccccc1Cl	18%	-1%	2%	?	-9%	-7%	0%	?	-6
CCc1ccc2oc(-c3cc(NC(=O)c4cc([N+](=O)[O-])ccc4N4CCOCC4)ccc3Cl)nc2c1	-1%	?	2%	7%	-10%	-12%	.	-2%	-9
CCOP(=O)(OCC)C(Nc1cccc(C)c1)c1ccc(F)cc1 (centres undefined)	-4%	-10%	-13%	-6%	16%	-5%	0%	4%	2
O=C(CN1CCc2cc3c(cc2C1)OCCCO3)Nc1cccc([N+](=O)[O-])c1	-31%	2%	-4%	-20%	52%[activator]	-28%	13%	16%	-1
CCOC(=O)CSc1nc2ccccc2n1C(=O)OCC	-3%	0%	-9%	-13%	7%	-2%	-4%	16%	-4
CC[C@]12C(=O)N(C)C[C@H]([C@@H]3C(=O)N(Cc4ccccc4)C(=O)[C@@H]31)N2C(=O)c1ccc(C(C)(C)C)cc1	23%	2%	21%	.	-6%	-9%	.	.	-1
Cc1ccc(-c2noc(CNCCCN(C)C)n2)cc1	-22%[11.4 µM]	-9%	-1%	-14%	0%	1%	-2%	-3%	4
O=C(CCC(=O)N1CCSc2ccccc21)NCc1cccc(Cl)c1	-24%	-19%	-12%	8%	119%[activator]	18%	8%	1%	0

# Not all compounds are listed (hit frequency here may not be typical).
